Pf apPOL block: Pf-apPOL DNA polymerase inhibition; inhibition, % at 10 µM; AID 1794808; Recombinant Pf-apPOL, molecular beacon fluorescence, 1.5 h; hit rate 0.25% among 210,000
mHTT CaM bind: mHTT-calmodulin interaction abrogation; P42858; AlphaScreen His-mHTT/GST-CaM binding, luminescence; inhibition, % at 15 µM; hit rate 3.6% among 190,000;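 note: 0% = both proteins with DMSO and 100% = one protein alone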
Active calls of the source: *; / = not tested or not shown; & = joins results of further samples. Cut-off read from the data, not from the text of the source: active = inhibition above about 50%; inactive = the rest.

molecule,Pf apPOL block,mHTT CaM bind
COc1ccccc1-c1noc(C2CCCN2C(=O)c2sc(C)nc2C)n1 (stereo unspecified),0.3,9.5
CN(C)c1ccc(CCCNC(=O)C(=O)NCc2ccc(F)cc2)cc1,2.1,0.4
O=C1OC(c2ccc(Br)cc2)=N/C1=C/c1ccc([N+](=O)[O-])cc1,-3.8,3.0
COc1ccccc1CNC(=O)c1cccc(F)c1,1.8,-0.7
O=C(O)CN1C(=O)c2cc(N3CCOCC3)c([N+](=O)[O-])cc2C1=O,-1.1,2.3
c1ccc2c(N3CCCCC3)nnc(N3CCCCC3)c2c1,0.3,-9.0
O=C(C(=O)N1CCC[C@H]1CO)N1CCC[C@H]1CO,/,-8.1
CCOc1ccc2nc(NC(=O)c3ccccc3S(=O)(=O)O)sc2c1,-1.2,1.0
COc1ccc(-c2coc3c4c(ccc3c2=O)OCN(C2CCCCC2)C4)cc1OC,-7.6,-0.7
NC(=O)c1cc(-c2ccccc2)sc1NC(=O)CS(=O)(=O)c1ccc(F)cc1,0.1,4.4

The listing continues.
molecule,Pf apPOL block,mHTT CaM bind
O=C(O)C1C2C=CC(C2)C1C(=O)Nc1nc(-c2ccc(Cl)s2)cs1 (stereo unspecified),-4.8,20.0
CCOc1ccc(C(C)=O)cc1Cc1c(O)nc(N)[nH]c1=O,-0.7,-5.0
O=C(c1csc(-c2ccnc(N3CCCCC3)c2)n1)N1CCCC1,-0.3,-8.7
COc1cccc(CNC(=O)C2(C)CCCN(C(=O)Nc3ccc(F)c(Cl)c3)C2)c1 (stereo unspecified),-7.7,4.1
CC(C)NC(=O)N1CCCC(c2cccc(C(=O)NCCN(C)C)c2)C1 (stereo unspecified),-3.9,6.8
COc1ccc(C(=O)NC2CCCC2)cc1Br,-2.5,-4.5
O=C(Nc1ccc([N+](=O)[O-])cc1)N1CCN(c2ccccn2)CC1,1.7,-0.5
O=C(NCc1ccccn1)C1Cc2ccccc2N2CCN(c3ccccc3)CC12 (stereo unspecified),-11.5,37.5
CCC(=O)N1CCc2sc(S(=O)(=O)NCc3ccccc3Cl)cc2C1,-3.5,3.9
COc1ccc(-n2nc3c(c2NC(=O)c2ccccc2[N+](=O)[O-])CS(=O)C3)cc1 (stereo unspecified),2.1,4.0

Part of the list above, with each value named:
> O=C(Nc1ccc([N+](=O)[O-])cc1)N1CCN(c2ccccn2)CC1
  Pf apPOL block: 1.7 | mHTT CaM bind: -0.5
> CC(C)NC(=O)N1CCCC(c2cccc(C(=O)NCCN(C)C)c2)C1 (stereo unspecified)
  Pf apPOL block: -3.9 | mHTT CaM bind: 6.8
> CCOc1ccc(C(C)=O)cc1Cc1c(O)nc(N)[nH]c1=O
  Pf apPOL block: -0.7 | mHTT CaM bind: -5.0

(more compounds)
molecule,Pf apPOL block,mHTT CaM bind
CCCCOc1ccc(S(=O)(=O)N2CCSC2c2cc(OC)ccc2OC)cc1 (stereo unspecified),-1.0,-4.0
Cc1ccc(C(=O)NCc2ccccc2)cc1S(=O)(=O)N1CCOCC1,3.9,1.1
O=C(CNC(=O)C1CCCCC1)Nc1ccc(S(=O)(=O)Nc2nccs2)cc1,-2.2,2.3
CC(C)(C)OC(=O)N1CCCC(C(=O)Nc2ccc(C(=O)N3CCOCC3)cc2)C1 (stereo unspecified),1.2,16.9
Cc1[nH]nc2c1C(c1ccccc1Br)CC(=O)N2 (stereo unspecified),-5.2,-0.7
CC(C)NC(=O)c1csc(-c2ccc(N3CCCC3)nc2)n1,-9.6,2.4
CCn1c(SCC(=O)N2CCCc3ccccc32)nnc1-c1cccs1,-6.5,/
CC1=N/C(=C\c2ccc([N+](=O)[O-])cc2)C(=O)N1c1ccc(Cl)cc1C,-3.0,15.0
Cc1cccnc1NC(=O)c1ccc(-n2ccnc2C)nn1,-0.9,-12.2
CC1(C)CC(=O)c2sc(NC(=O)CSC3=NCCS3)nc2C1,1.1,-3.0

Next results follow.
molecule,Pf apPOL block,mHTT CaM bind
Cc1c(Cl)cccc1N1CCC(C(=O)N2CCCC2)C1=O (stereo unspecified),-6.1,1.2
CCC1CN2C=NC(N3CCN(C(=O)Nc4ccc(Cl)cc4F)CC3)=CC2=N1 (stereo unspecified),-5.1,-4.4
CC(=O)c1cccc(NC(=O)c2cc(Br)ccc2Cl)c1,-9.5,-0.2
CN1CCN(C2CN(Cc3cn(Cc4ccccc4F)nn3)S(=O)(=O)C2)CC1 (stereo unspecified),-0.4,-7.6
Cc1ccccc1C1=N/C(=C\c2sccc2C)C(=O)O1,0.9,20.0
Cc1ccc(C(=O)N2CCN(c3nnc4ccccn34)CC2)cc1C,-0.2,3.0
Cn1cccc(C(=O)NCc2cc(-c3ccco3)on2)c1=O,-6.4,-19.5
CN1C(=O)CC(C(=O)O)SC1=Nc1cccc(C(F)(F)F)c1 (stereo unspecified),8.2,0.0
COc1ccccc1C1C(C(=O)Nc2ccccn2)=C(C)NC2=C1C(=O)CCC2 (stereo unspecified),4.9,0.0
O=C(c1cccnc1N1CCNC(c2ccccc2)C1)N1CCN(c2ccc(F)cc2)CC1 (stereo unspecified),-2.6,19.2

Next entries.
molecule,Pf apPOL block,mHTT CaM bind
Cc1ccccc1NC(=O)C(=O)NCc1ccc2c(c1)OCO2,-2.3,-0.4
CC(C)Cn1c(=O)c2cc3c(=O)n(CC(C)C)c(=O)c3cc2c1=O,3.8,0.0
CN(CC(=O)Nc1ccc(Br)cc1)Cc1ccccc1,4.9,-17.3
COc1cc(C(=O)N2CCC(CC(=O)NCc3ccccc3F)CC2)cc(OC)c1OC,-7.6,-1.2
CCOc1ccccc1NC(=O)c1cc([N+](=O)[O-])ccc1N1CCN(CC)CC1,4.0,31.6
COC(=O)C1(C(=O)OC)C/C=C\CCN(S(=O)(=O)c2ccccc2[N+](=O)[O-])CC1,0.7,-2.9
Cc1[nH]nc2c1C(c1cccc(Cl)c1)C(C#N)=C(N)O2 (stereo unspecified),-5.0,1.9
Cc1ccc(-c2cn(CC(=O)Nc3cc(C)ccc3C)c(=O)o2)cc1,-4.4,-4.4
O=C(O)c1c2c(nc3ccccc13)CCN(S(=O)(=O)c1ccc(Cl)cc1)C2,-13.1,-6.0
Clc1cccc(Cl)c1Cn1nnc(N2CCCCC2)n1,-5.8,/

Other structures:
molecule,Pf apPOL block,mHTT CaM bind
Cc1cccc(C2=NN(c3ccc(Br)cc3)[C@@H](C(=O)N3CCOC3=O)[C@@H]2c2ccc(Cl)cc2)c1,-4.4,79.7*
O=C1N=C(N2CCCCC2)S/C1=C\c1ccco1,16.8,3.0
O=C(Nc1ccc(Cl)cn1)c1cccc(OCc2ccccc2)c1,-2.8,-2.7
O=C(O)c1ccc(CSCc2ccc(C(=O)O)o2)o1,39.8,-1.0
COc1ccccc1C1SCCN1S(=O)(=O)c1ccc(C)c([N+](=O)[O-])c1 (stereo unspecified),-0.6,8.0
Cc1nc(NC(=O)Cn2nnc3ccccc3c2=O)sc1C(=O)N(C)C,-2.7,-11.7
CC1C(c2ccccc2)OC(c2ccccc2)N1C (stereo unspecified),-2.0,25.0
CC(C)CC1C(=O)N(Cc2cn(CCC3OCCO3)nn2)CCS(=O)(=O)N1Cc1ccc(-c2ccncc2)cc1 (stereo unspecified),-4.3,43.6
Cc1ccc(NC(=O)N2CCCC(CCC(=O)NCc3ccc(F)cc3)C2)cc1 (stereo unspecified),-2.5,20.5
COc1cc(C2CC(c3ccccc3O)=NN2)ccc1O (stereo unspecified),3.0,89.4*

Continued.
molecule,Pf apPOL block,mHTT CaM bind
N#CC1=C(N)Oc2n[nH]c(-c3ccccc3)c2C1c1ccccc1I (stereo unspecified),-4.0,15.0
Brc1ccc2c(c1)-c1cc(Br)ccc1C2,/,-11.5
CC(=O)Nc1n[nH]c(-c2ccc(C)cc2)c1C,14.1,5.3
O=C(NCc1ccccc1)N1CCC(CCOc2ccncc2)CC1,-9.3,-2.0
CCOCCCN1COc2ccc3c(c2C1)OC(=Cc1cccc(OC)c1OC)C3=O,2.8,2.3
CC1CC(=O)Nc2ccc([N+](=O)[O-])cc2N1CC(F)(F)F (stereo unspecified),2.3,3.0
C=C(C)COc1ccc2c(c1)OC(=Cc1ccc(OC)cc1OC)C2=O,-5.3,-50.1
O=S1(=O)[C@H]2C[C@@H]3C=C[C@@]2(CN1Cc1cccc(F)c1)O3,-4.4&-5.0,-5.5&-7.3
C=CCn1c(SCC(=O)c2ccc(F)cc2)nnc1-c1ccncc1,-6.7,3.2
Cc1cccc(NC(=O)c2ccc(F)c(S(=O)(=O)N3CCc4ccccc43)c2)c1,-1.0,-8.0

The results go on.
molecule,Pf apPOL block,mHTT CaM bind
Cc1cccc(NS(=O)(=O)c2ccc3c(c2)CCN3C(=O)C2CC2)c1C,20.9,5.0
Cc1onc(-c2c(Cl)cccc2Cl)c1C(=O)Nc1ccc(Br)cc1F,-0.3,-17.4
O=C(CC1CCCC1)NCCc1ccoc1,-8.6,4.4
C=C(C)COc1ccc2c(c1)OC(=Cc1ccc(C(=O)OC)cc1)C2=O,-7.0,-4.9
CCCN1C(=O)Cc2cc(C(=O)N3CCCCCC3)ccc21,-2.1,8.2
COc1cccc(NC(=O)CSC2=NN3CCCC(=O)N=C3S2)c1,-4.3,6.0
COC(=O)N1CCC(CNC(=O)CC2CCCC2)CC1,-0.5,-10.3
CCN1CCN(C2CCC(c3ccccc3)CC2)CC1 (stereo unspecified),4.6,0.7
Fc1ccc(C2CC(c3ccc4c(c3)OCO4)Nc3nnnn32)cc1 (stereo unspecified),-5.6,-2.0
COc1ccc(CNC(=O)NCC(O)C2CCCCC2)cc1OC (stereo unspecified),1.2,-3.1

(next part)
molecule,Pf apPOL block,mHTT CaM bind
O=C(Nc1ccccc1Br)c1ccc(OC(F)F)cc1,-12.5,-15.5
O=C1NC(C2CC=CCC2)Nc2ccc([N+](=O)[O-])cc21 (stereo unspecified),0.3&0.7,/
CCc1ccccc1NC(=O)c1cc(C)n2nccc2n1,-3.5,-25.1
COc1ccccc1-n1c(SCC(=O)NCc2cccs2)nc2[nH]ncc2c1=O,4.4,4.0
Cn1c(=O)c2[nH]c(-c3ccc(F)c(F)c3)nc2n(C)c1=O,0.5,-2.6
CC(C)CC(=O)NC1CCN(c2ccccc2)C1=O (stereo unspecified),-3.4,-11.2
COc1cc(OC)cc(C(=O)Nc2nc(C(=O)NC(C)c3ccccc3)cs2)c1 (stereo unspecified),-3.4,-8.8
COc1ccc(NC(=O)c2ccc([N+](=O)[O-])c(C)c2)cc1Cl,6.3,0.3
O=C(C1CCCC1)N(CC1CCCO1)c1nc2ccccc2s1 (stereo unspecified),-0.1,-48.3
O=C(c1cccnc1-c1nc2ccccc2s1)N1CCN(c2ccccc2F)CC1,-8.9,21.9

Other entries:
molecule,Pf apPOL block,mHTT CaM bind
CC(C)Oc1ccc(C(=O)Nc2c3c(nn2-c2ccc(F)cc2)CS(=O)C3)cc1 (stereo unspecified),-58.1,14.0
COC(=O)c1ccc(Oc2coc3c(CN4CCC(C)CC4)c(O)ccc3c2=O)cc1,-5.0,-0.6
Nc1ccccc1SCC(O)Cn1ccc2ccccc21 (stereo unspecified),-29.3,/
Cc1cccc(NC(=O)CN2CCC(c3nc4ccccc4[nH]3)CC2)c1C,6.4,-0.8
COc1ccc(CNC(=O)CCS(=O)(=O)Cc2ccc(C)cc2)c(OC)c1,-23.7,0.0
Cn1c(=O)c2c(ncn2CC(=O)Nc2nc3ccc(S(C)(=O)=O)cc3s2)n(C)c1=O,-9.5,12.1
Cc1sc(N)nc1-c1ccc(CC(C)C)cc1,-7.1&-7.2,/
O=C(NC1CCCCCC1)C1CCCN(c2ccncc2)C1 (stereo unspecified),-0.7,-9.1
O=C(Nc1ccc(-c2nc3ccccc3s2)c(O)c1)c1ccc(F)cc1,0.4,-3.8
O=C(C=C(C(=O)c1ccccc1)c1ccccc1)c1ccc(F)cc1,3.2,/

Other entries follow.
molecule,Pf apPOL block,mHTT CaM bind
CCCCS(=O)(=O)N1CCc2nc(-c3ccc(Cl)cc3)ncc2C1,1.3,-11.7
N#C/C(=C\c1ccc(-c2ccc(Cl)c(Cl)c2)o1)c1[nH]nc(N)c1C#N,-7.2,95.0*
COc1ccc(-c2nc3cccnc3n2C2CCN(C(=O)NC(C)(C)C)C2)cc1 (stereo unspecified),2.2,0.3
O=C(c1cccc(F)c1)N1CCCN(Cc2nc(-c3cccc(F)c3)no2)CC1,1.0,12.4
NC(=O)c1cc(NC(=O)c2ccc([N+](=O)[O-])cc2)ccc1N1CCOCC1,-2.6,5.2
Cc1ccc(C2=NC(C(C)C)NC(c3ccccc3O)C2)cc1 (stereo unspecified),1.9,20.0
COc1ccc([N+](=O)[O-])cc1NC(=O)c1cn(-c2ccc(Cl)cc2)c(=O)c2ccccc12,-5.2,6.0
CC(=O)Nc1ccc(NC(=O)CSc2ccccn2)cc1,-23.9,3.2
CCNc1nccc(N2CCC(CC(=O)NCc3ccccc3F)CC2)n1,-2.1,4.0
CCN(CC)CCCNC(=O)c1cnn2c(C)c(Cc3c(F)cccc3Cl)c(C)nc12,-6.3,-5.0

Next section.
molecule,Pf apPOL block,mHTT CaM bind
COc1ccc2c(c1)CCC(C(=O)O)C2 (stereo unspecified),0.1,-2.2
CCN(CC)CCCCCCCCOC(=O)c1cc(OC)c(OC)c(OC)c1,-12.6,/
O=c1[nH]cnc2c1oc1ccc(Cl)cc12,/,-5.2
O=C(NCc1cccc(C(F)(F)F)c1)C1CCN(c2ccc(F)cc2)C1=O (stereo unspecified),-4.3,-9.2
CCn1cc(Cn2cc(N)cn2)cn1,/,25.6
CC(C)NC(=O)c1ccc(OCC2CCCN2C(=O)C2(c3ccccc3)CC2)cc1 (stereo unspecified),-4.0,0.1
C=C1CCN([C@@H](CC(C)C)C(=O)Nc2ccc(OC)cc2)S(=O)(=O)c2ccccc21,-4.1,0.9
CCOc1ccc(-n2nnnc2CN2CCN(C(=O)C(CC)c3ccccc3)CC2)cc1 (stereo unspecified),-4.2,1.8
COc1ccc2c(=O)c(Oc3ccccc3)c(C(F)(F)F)oc2c1OC,0.9&7.6,1.0&8.0

Source: PubChem

The list is partial, so the mix of outcomes need not match the whole.
